Screening data from PubChem BioAssay.
mHTT CaM bind: mutant huntingtin-calmodulin interaction inhibitors – biochemical, AlphaScreen, primary screen; AlphaScreen His-mHTT/GST-CaM binding, luminescence; inhibition, % at 15 µM; 190,000 compounds, 3.6% hits;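 also: 0% = both proteins with DMSO and 100% = one protein alone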
Pf apPOL block: Pf-apPOL inhibitors, biochemical, fluorescence | inhibition, % at 10 µM | 210,000 compounds, 0.25% hits | Plasmodium falciparum apicoplast DNA polymerase (apPOL) | Recombinant Pf-apPOL, molecular beacon fluorescence, 1.5 h
The depositor's hits bear a star; · = not tested or not shown; & = joins results of further samples. Rule as the data show it: active = inhibition above about 50%; inactive = the rest.

SMILES | mHTT CaM bind | Pf apPOL block
C=CCNC(=O)CN(c1ccc(I)cc1)S(C)(=O)=O | -5 | -8
CC1=C(C(=O)Nc2ccccc2)C(c2ccccc2[N+](=O)[O-])n2ncnc2N1 (stereo not drawn) | 21 | 0
O=[N+]([O-])c1ccc(S(=O)(=O)N(CCO)C2CCCCC2)cc1 | 8 | -3
CCCCOc1cc(CC2CNC(=O)N2)ccc1OC (stereo not drawn) | · | 6
Cc1cc(OCC(=O)NC(C)C)ccc1Cl | 90* | 2
COc1ccc(CNC2CC(C)N(C)CC2C)cc1OC (stereo not drawn) | -1&-4 | -1&18
O=C1CCC2=C(CCCC2)N1c1ccccc1 | · | -16
CN1C2CCC1CC(NC(=O)CSCc1ccc(Cl)cc1Cl)C2 (stereo not drawn) | · | -2&-16
CCOc1ccc(N2CC(c3nnc(NC(=O)c4cccc(Cl)c4)o3)CC2=O)cc1 (stereo not drawn) | 77* | -2
N#CC1(C(=O)Nc2ccc(C(=O)O)cc2)CC2c3ccccc3C1c1ccccc12 (stereo not drawn) | 7 | 6
COc1ccc(OC)c(NC(=O)CCC(=O)Nc2ccc3nc(N4CCOCC4)cc(C)c3c2)c1 | 16 | -3
CCc1ccccc1NC(=O)CN1C(=O)NC2(CCCCC2)C1=O | -4 | 0
CC(C(=O)N1CCN(c2ncccn2)CC1)n1nc(-c2cccs2)ccc1=O (stereo not drawn) | -5 | -8
CC1CCc2nn(CC(=O)NCCCc3ccccc3)cc2C1 (stereo not drawn) | -10 | 2
Cc1cc(C)c(NC(=O)CSCC(=O)c2ccc(Cl)cc2)c(C)c1 | · | 4
O=[N+]([O-])c1cc([N+](=O)[O-])c2cc(-c3ccc4c(c3)OCO4)oc2c1 | 7 | -6
CCOC(=O)c1cnc(-c2cccs2)nc1NNC(=O)c1ccc(Cl)cc1 | · | -1
CC(C)c1ccc(NC=C2C(=O)OC(C)(C)OC2=O)cc1 | -3 | -1
Cc1ccc(NC(=O)CCN2C(=O)c3ccncc3C2=O)c(Cl)c1 | -4 | -7
COc1ccc2c(c1OC)C(=O)OC2CC(=O)c1ccc(-c2ccccc2)cc1 (stereo not drawn) | -1 | -4
S=c1sc2c(N3CCc4ccccc43)ncnc2n1-c1ccccc1 | -2 | ·
Cc1cc2[nH]c(C(=O)Nc3c(F)cc(F)cc3F)c(CN(C)C)c2s1 | 6 | 11
Cc1cc(=O)n(CC(=O)Nc2ccccc2C)c(N2CCCC2)n1 | 12 | 2
Cc1c(NC(=O)CC(C)C)cccc1-c1nc2ccccc2s1 | -2 | -8
CCOC(=O)N1CCc2nn(CC(=O)Nc3cccc(Cl)c3)c(=O)cc2C1 | 34 | 1
Nc1oc2cc(O)ccc2c(=O)c1-c1nc2ccccc2s1 | 24 | 0
COCCNC(=O)CSc1nc2ccccc2[nH]1 | 7 | -7
Cc1c(C(=O)N2CCCC2)oc2ccc(S(=O)(=O)N3CCOCC3)cc12 | 0 | -5
CCn1cc(C(=O)Nc2ccc(NC(=O)c3ccco3)cc2)c(=O)c2ccc(C)nc21 | 4 | 0
CCN(Cc1ccccc1)S(=O)(=O)c1ccc(C(=O)Nc2nnc(COC)o2)cc1 | 36 | -49
COc1ccc(C(C)=O)cc1COc1ccc(Cl)c(C)c1 | · | -4
COc1ccc(NC(=O)C2CCN(c3cc(C(=O)N4CCCC4)ccn3)CC2)cc1OC | 32 | -3
O=C(NCc1ccc(Cl)c(Cl)c1)c1ccccc1F | -8 | 2
FC(F)(F)c1ccccc1NN=Cc1c(Br)sc2ccc(Cl)cc12 | · | -5
Cc1ccc(S(=O)(=O)NCCC2CCN(C(=O)c3ccc(F)cc3)CC2)cc1 | 40 | 2
COc1ccc(NC(=O)CN(c2ccc(F)cc2)S(C)(=O)=O)c(OC)c1 | 4 | -12

Looked up by structure from above:
SMILES | mHTT CaM bind | Pf apPOL block
C=CCNC(=O)CN(c1ccc(I)cc1)S(C)(=O)=O | -5 | -8
COc1ccc(OC)c(NC(=O)CCC(=O)Nc2ccc3nc(N4CCOCC4)cc(C)c3c2)c1 | 16 | -3
CC(C(=O)N1CCN(c2ncccn2)CC1)n1nc(-c2cccs2)ccc1=O (stereo not drawn) | -5 | -8
O=C(NCc1ccc(Cl)c(Cl)c1)c1ccccc1F | -8 | 2
CC(C)c1ccc(NC=C2C(=O)OC(C)(C)OC2=O)cc1 | -3 | -1
COc1ccc(C(C)=O)cc1COc1ccc(Cl)c(C)c1 | · | -4
Cc1cc(=O)n(CC(=O)Nc2ccccc2C)c(N2CCCC2)n1 | 12 | 2

Following part
SMILES | mHTT CaM bind | Pf apPOL block
COc1ccc(-c2c(C(F)(F)F)oc3cc(OCC(=O)OC(C)C)ccc3c2=O)cc1 | -19 | -3
Cc1nc2c(C(=O)NC(C)C)cnn2c(C)c1Cc1cccc(Cl)c1 | 70* | 5
COc1cn2c(cc1=O)C(=O)N(CCNC(=O)CCC1CCCCC1)CC2 | -4 | 1
CCN1c2cc(Cl)ccc2C(=O)NC12CCN(C(=O)Nc1ccc(C)cc1C)CC2 | 3 | 0
CCCn1c(=O)c(N2CCN(C(=O)c3ccc(C)cc3)CC2)nc2ccccc21 | -3 | 3
O=C(NCc1cccnc1)c1ccccc1O | 6 | 7
COc1ccc(OC)c(N/C=C(\C#N)c2nc(-c3cc4ccccc4oc3=O)cs2)c1 | -4 | -30
COC(=O)c1ccc(C=C2Oc3cc(OC(=O)C(C)C)ccc3C2=O)cc1 | 3 | -8
CCOc1ccc(-c2cc(C(=O)N3CCC(NC(=O)Cc4cccs4)CC3)[nH]n2)cc1 | 10 | -4
Cc1cc(C2CCCN2C(=O)Nc2ccc(Br)c(C)c2)on1 (stereo not drawn) | -11 | -4
Cc1cccc(C(=O)Nc2ccc(Br)cn2)c1 | -14 | -2
Cc1cccc(N2COc3cc4c(cc3C2)OCO4)c1 | 59* | -2
CCc1ccc(OCC(=O)Nc2c(C)cccc2CC)cc1 | -12 | 1
Cc1ccccc1C(=O)N1CC(C(=O)N2CCOCC2)C(c2ccccc2)C1 (stereo not drawn) | 8 | -2
Cc1cc(Cl)ccc1NC(=O)N1CC2CC(NS(=O)(=O)c3ccccc3)C1C2 (stereo not drawn) | 7 | -4
COc1cc(C2C(=O)N(C3CCCCC3)CC(=O)N2Cc2ccc(C)cc2)ccc1OC(C)C (stereo not drawn) | 23 | -6
CCOC(=O)CNC(=O)N1CCC2(CC1)Nc1ccccc1-n1cccc12 | 56* | -6
Cc1cccc(-c2cc(C3CCN(S(=O)(=O)c4ccc(C#N)cc4)CC3)[nH]n2)c1 | 10 | -2
COC(=O)N1CCc2ccccc2C1C(=O)N1CCN(S(C)(=O)=O)CC1 (stereo not drawn) | -10 | 2
O=C(O)c1ccc(N2Cc3ccccc3C2)cc1 | 4 | -4
Nc1c(C(=O)NCCc2ccccc2)nnn1-c1ccc(OC(F)(F)F)cc1 | 0 | 2
O=C(NC1(C(F)(F)F)C(=O)Nc2c1c(=O)[nH]c(=O)n2-c1ccccc1)c1cccnc1 (stereo not drawn) | -5 | -6
Brc1ccc(-c2cn3ncsc3n2)cc1 | 0 | -2
CCN1CCCc2cc(C(=O)NCc3cccc(OC)c3)sc21 | 9 | -3
CCS(=O)(=O)NCC(c1ccco1)N1CCN(c2ccccc2F)CC1 (stereo not drawn) | -5 | -6
COc1ccc(S(=O)(=O)NC(CC(=O)NCC(OC)OC)c2ccco2)cc1 (stereo not drawn) | -2 | -2
CCCC(=O)Nc1cccc(C(=O)Nc2nccs2)c1 | 2 | -1
CC1(C)Cc2c(c(N3CCOCC3)nc3sc4c(N5CCOCC5)ncnc4c23)CO1 | -4 | -2
CCOc1ccccc1C1C=C(c2ccc(OC)cc2)Nc2nnnn21 (stereo not drawn) | 4 | 4
c1coc(CN2CCC(c3nc(C4CC4)n[nH]3)CC2)c1 | 4 | -6
CCCCNC(=O)c1sc2ncn(Cc3ccccc3F)c(=O)c2c1C | 11 | -8
CCSc1nc2c(c(=O)[nH]1)C(c1ccc(OC)c(OC)c1)C1=C(CCCC1=O)N2 (stereo not drawn) | 2 | -4
O=C(NCc1ccccc1F)c1nc(-c2ccncc2)cs1 | -1 | -4
COc1ccc(OC)c(/C=C2N=C(/C=C/c3ccccc3)OC/2=O)c1 | 4 | -1
CCc1ccc(S(=O)(=O)N2CCC(c3noc(-c4ccccc4C)n3)CC2)cc1 | 1 | -4
NC(=O)c1cc(S(=O)(=O)N2CCC(CN3CCc4ccccc4C3)CC2)cs1 | 3 | -1
Cc1ccc(C(=O)Nc2nnc(CCS(=O)(=O)c3ccc(Cl)cc3)s2)cc1[N+](=O)[O-] | -1 | -4
Cc1cc(NC(=O)Cn2cc([N+](=O)[O-])cn2)c2ccccc2n1 | 3 | 2
CC(C)CNC(=O)c1ccc2c(c1)N(S(C)(=O)=O)CC2 | -4 | 4
O=C(Nc1ccccc1Cl)C1C(c2ccccc2)C1(Cl)Cl (stereo not drawn) | -40 | -7
COC(=O)COc1ccc2c(-c3cc4cccc(OC)c4oc3=O)cc(=O)oc2c1 | 3 | 11
COc1cccc(NC(=O)CSc2nc3c(c(=O)n2Cc2ccccc2)SC(C)C3)c1 (stereo not drawn) | 13 | -2
CC(=O)c1c(C(C)=O)c(C)n(-c2ccc(N)cc2)c1C | 20 | -3
O=[N+]([O-])c1ccc(NCc2ccccc2)c([N+](=O)[O-])c1 | · | 6
Cc1ccc(NC(=O)c2cc([N+](=O)[O-])ccc2NCCO)cc1 | 14 | -6
O=C(CN1C(=O)C2C3c4ccccc4C(c4ccccc43)C2C1=O)NC1CCCCC1 (stereo not drawn) | 11 | -2
CSc1ccc(CNC(=O)C2c3ccccc3CCN2C(C)=O)cc1 (stereo not drawn) | 9 | 0
Cc1cc(Br)cc(C)c1OCCCN(C)C | 3 | -3

Compounds shown so far with a COOH group:
SMILES | mHTT CaM bind | Pf apPOL block
N#CC1(C(=O)Nc2ccc(C(=O)O)cc2)CC2c3ccccc3C1c1ccccc12 (stereo not drawn) | 7 | 6
O=C(O)c1ccc(N2Cc3ccccc3C2)cc1 | 4 | -4

Remaining list, next part:
SMILES | mHTT CaM bind | Pf apPOL block
Cc1oc(C2CCN(S(=O)(=O)c3ccccc3F)CC2)nc1C(=O)N1CCCC1 | 4 | 0
O=C(Oc1ccc2c(c1)OC(=Cc1ccccc1Br)C2=O)c1ccco1 | 50* | -4
CCc1ccc(-n2c(SCC(=O)Nc3ccc(OC)cc3OC)nc3[nH]ncc3c2=O)cc1 | 68* | -12
COCCC1CCN(C(=O)c2cc(C)n(C)n2)CC1 | -5 | -1
O=C(CCC(=O)N1CC2CCCN2c2ccccc21)NCCc1cccs1 (stereo not drawn) | 14 | -2
COCCNC(=O)N1CCC(c2nc(-c3ccccc3)no2)C1 (stereo not drawn) | -1 | -5
O=C(Nc1ccc(Cl)cc1F)c1cc(S(=O)(=O)NCc2ccccc2Cl)ccc1F | 10 | 2
CCCn1c(C(=O)N(C)Cc2ccccc2)cc2sccc21 | -4 | 0
CC1CCN(CC2CCN(S(=O)(=O)c3ccc4c(c3)CCCC4)CC2)CC1 | 2 | -3
CN(C)c1ccc(C2NS(=O)(=O)N=C2N)cc1 (stereo not drawn) | 25 | -1
CC1(C)CC(=O)CC(=O)S1 | · | 11
O=C1C2C3CCC(C3)C2C(=O)N1CNc1ccccc1 (stereo not drawn) | 4 | 0
COc1cc(SC)ccc1C(=O)NCc1ccc(S(N)(=O)=O)cc1 | -3 | -8
Cc1ncnc2c1CCC(=O)N2CCN1CCCC1 | 12 | -26
Cc1nn(-c2ccc(Cl)c(C(=O)O)c2)c(C)c1-c1cccc([N+](=O)[O-])c1 | 23 | -14
O=C(Cc1ccccc1)Nc1c2c(nc3c1CCC3)CCCC2 | 13 | -2
CC(NC(=O)C12CC3CC(CC(C3)C1)C2)C(=O)N1CCOCC1 (stereo not drawn) | -2 | -1
O=C(NCC(=O)N1CCOCC1)c1c[nH]c2ccccc12 | -14 | -5
O=c1oc(/C=C/c2cccc([N+](=O)[O-])c2)nc2cc(Cl)ccc12 | 20 | -2
COc1cccc(/C=c2\sc3n(c2=O)CN(c2ccc(Cl)cc2)CN=3)c1 | -1 | -6
CCN(Cc1ccccc1)S(=O)(=O)c1cc(Br)cc2c1N(C(C)=O)C(C)C2 (stereo not drawn) | 2 | -4
CC(=O)N1CCN(c2ccc(NC(=O)c3ccccc3Cl)cc2)CC1 | 5 | -9
CNc1nnc(-c2nnc(C)o2)c2ccccc12 | 19 | 2
O=C(CCSc1ccccc1)Nc1ccc(F)cc1F | -9 | 0

Next section, overlapping the part above by 3 compounds.
SMILES | mHTT CaM bind | Pf apPOL block
CC(=O)N1CCN(c2ccc(NC(=O)c3ccccc3Cl)cc2)CC1 | 5 | -9
CNc1nnc(-c2nnc(C)o2)c2ccccc12 | 19 | 2
O=C(CCSc1ccccc1)Nc1ccc(F)cc1F | -9 | 0
O=C(O)c1cc2ncc(Br)cn2n1 | 4 | 69*
COc1ccc(CN2CCCC2c2cc(C)no2)cc1CN1CCOCC1 (stereo not drawn) | 9 | 0
COC(=O)c1sc(SC)c(S(=O)(=O)C(C)C)c1NN=C(C#N)C(=O)c1ccccc1 | · | -2
CCCc1nc2c(c(=O)n1CC(=O)NC1CCCC1)CCN(Cc1ccccc1)C2 | 3 | -5
COc1cccc(C(=O)Nc2nn(C)c3cccc(F)c23)c1 | · | -11
CCNC(=O)N1CCN(c2nc(C)nc(C)c2Cc2ccc(Cl)cc2)CC1 | 9 | -4
Cc1ccc(C(=O)Nc2cccc([N+](=O)[O-])c2)o1 | 4 | -1
CCOC(=O)C1CCN(C(=O)CCn2c(=O)oc3ccccc32)CC1 | -18 | -3

Four entries from above, with two lines to a compound.
Values in the order: mHTT CaM bind | Pf apPOL block
COc1ccc(CN2CCCC2c2cc(C)no2)cc1CN1CCOCC1 (stereo not drawn)
→ 9 | 0
COC(=O)c1sc(SC)c(S(=O)(=O)C(C)C)c1NN=C(C#N)C(=O)c1ccccc1
→ · | -2
CCCc1nc2c(c(=O)n1CC(=O)NC1CCCC1)CCN(Cc1ccccc1)C2
→ 3 | -5
COc1cccc(C(=O)Nc2nn(C)c3cccc(F)c23)c1
→ · | -11
